Screening data deposited in PubChem BioAssay by Broad Institute.
EWS-Fli block – EWS/Fli transcriptional activity inhibition. A673 NR0B1-luciferase reporter, viability-normalised. inhibition, % at 12.6 µM. 0.67% of 350,000 active. AID 651661;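 active means mean inhibition of at least 50% after viability correction, with every replicate also passing that limit; inconclusive means mean reaches 50% but only one of two replicates passes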;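 further: firefly luciferase signal divided by Alamar Blue viability fluorescence both relative to DMSO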
LGR2 inh – inhibitors of bursicon-induced Drosophila LGR2 receptor cAMP signaling; HEK293 LGR2, CRE-luciferase, bursicon-stimulated, 4 h; inhibition, % at 9.99 µM; 0.35% of 380,000 active; AID 720647;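 active means drop in luminescence signal, shown as inhibition above about 50% in the replicate tests, limit read from the data, passing the limit was not always enough; inconclusive means probably only some replicates passing the limit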;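 further: agonist challenge used bursicon conditioned medium at about half maximal strength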
ARNT-TACC3 inh – ARNT/TACC3 interaction disruption; Q9Y6A5; AlphaScreen His-ARNT PAS-B/GST-TACC3 binding, luminescence; TACC3 fragment carries E629A point mutation; inhibition, % at 9.99 µM; 0.66% of 390,000 active; AID 623870;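 active means mean inhibition of replicates at least 50% and at least half of replicates each reaching 50%; inconclusive means half or more replicates reach 50% but mean below 50%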;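 further: 0% = complete ARNT plus TACC3 wells and 100% = ARNT alone without TACC3; many hits fall short of the cut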
PAX8 reporter – PAX8 transcriptional activity inhibition; RMG-I TPO-luciferase reporter, SteadyGlo, 24 h; AID 652154; 1.2% of 360,000 active; inhibition, % at 12.6 µM;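 active means mean replicate inhibition at least 60% with every replicate also reaching 60%; inconclusive means only one of the two criteria is met; inactive means mean below 60% and not all replicates reaching 60%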;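 further: luciferase light reporting Pax8 driven TPO promoter activity; plate controls were median of neutral control wells for no effect and mitoxantrone controls for full effect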
SIRT5 inh – blocks human SIRT5 desuccinylation of peptide; Q9NXA8; Purified SirT5, succinyl-peptide AMC, trypsin-coupled fluorescence; inhibition, % at 15 µM; 1.1% of 330,000 active; AID 652115; in the data active means inhibition above about 15%; inconclusive means no clear call, values can overlap the other calls
Target sequence (Q9NXA8 whole entry, looked up): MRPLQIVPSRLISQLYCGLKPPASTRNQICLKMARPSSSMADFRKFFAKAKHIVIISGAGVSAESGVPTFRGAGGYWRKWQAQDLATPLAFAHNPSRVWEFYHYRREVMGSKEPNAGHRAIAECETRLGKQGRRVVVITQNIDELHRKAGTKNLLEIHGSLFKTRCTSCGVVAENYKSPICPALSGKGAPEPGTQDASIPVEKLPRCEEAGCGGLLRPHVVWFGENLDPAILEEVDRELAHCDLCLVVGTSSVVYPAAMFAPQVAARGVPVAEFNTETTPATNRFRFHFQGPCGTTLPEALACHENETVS
Casp6 inh – caspase-6 (human) enzyme inhibition. P55212. purified caspase-6, Z-VEID-R110 cleavage fluorescence. inhibition, % at 12.5 µM. 0.53% of 350,000 active. AID 686996;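 active means mean inhibition across replicates at least about 35%, with every replicate also reaching that limit, limit read from the data; inconclusive means only one of the two criteria met; inactive means neither criterion met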;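 further: 0% = median of neutral control wells and 100% = no fluorescence left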
Target sequence (P55212 24-179 limits assumed): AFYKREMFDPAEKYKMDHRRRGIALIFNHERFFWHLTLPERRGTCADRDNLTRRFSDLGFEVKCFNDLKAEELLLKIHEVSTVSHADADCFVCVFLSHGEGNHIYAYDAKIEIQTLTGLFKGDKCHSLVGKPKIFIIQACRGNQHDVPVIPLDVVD
Target sequence (P55212 194-293 limits assumed): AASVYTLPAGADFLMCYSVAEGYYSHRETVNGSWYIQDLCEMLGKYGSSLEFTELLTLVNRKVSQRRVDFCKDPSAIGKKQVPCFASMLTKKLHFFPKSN
DENV2 CPE rescue – protects cells from dengue virus 2 cytopathic effect | DENV2-infected cells, cytopathic effect rescue, plate reader | CPE inhibition, % at 9.99 µM | 1.7% of 350,000 active; in the data active means CPE inhibition above about 20%, passing the limit was not always enough; inconclusive means no clear call, values can overlap the other calls; tested in BHK-21 cells;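 further: 0% = median of neutral control wells and 100% = median of positive control wells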
The depositor's hits bear a star; ? = inconclusive; . = not tested or not shown. Rows are unselected. About 4.9% of those tested had a hit in this group.

Results follow in this order: LGR2 inh	DENV2 CPE rescue	Casp6 inh	PAX8 reporter	SIRT5 inh	EWS-Fli block	ARNT-TACC3 inh
COCC(=O)N1C[C@H](C)[C@H](OC)CN(C)C(=O)c2ccc(NC(=O)c3ccc(OC)cc3)cc2OC[C@H]1C
 : 15	5	.	15	2	-1	2
O=C(NCCCN1CCOCC1)c1cc2nc(-c3ccco3)cc(C(F)(F)F)n2n1
 : -13	9	-4	6	-5	-5	3
COc1ccc(/C=N/N2C(=O)C3C4C=CC(C4)C3C2=O)cc1[N+](=O)[O-] (stereo not given)
 : -2	1	2	-15	0	-4	-3
COc1ccc(C2c3ccc4ccccc4c3Oc3ncn(CCO)c(=N)c32)cc1 (stereo not given)
 : 4	.	-2	.	0	.	0
CC(O)(c1cccnc1)c1nc(-c2ccc3c(c2)OCO3)cs1 (stereo not given)
 : 2	-14	2	6	1	-12	.
CN(Cc1ccccc1)C(=O)COc1ccc(C(C)(C)C)cc1
 : -30	0	0	-40	-1	-41	5
O=C(C1CCC1)N1CCCCN2[C@H](CO)[C@H](c3ccc(-c4cccc(F)c4)cc3)[C@@H]2C1
 : .	3	-3	-30	6	1	11
COc1ccccc1N1CCN(S(=O)(=O)c2ccc3c(c2)NC(=O)C(C)S3)CC1 (stereo not given)
 : -1	13	-5	21	0	.	1
CCN1C[C@@H]2[C@@H]3C(=O)N(Cc4ccccc4)C(=O)[C@@H]3[C@](C)(C1=O)N2C(=O)c1ccc(Cl)cc1
 : -16	0	1	-9	-1	-1	2
Cn1ccc2c(-c3ccc(CO)cc3)cc3c(c21)C1CCC3C1 (stereo not given)
 : 9	11	5	-1	-5	0	.
O=C(Nc1nnc(C2CC2)s1)c1cc(S(=O)(=O)N2CCCCC2)ccc1N1CCOCC1
 : 3	-1	3	3	3	2	3
N#C[C@H]1[C@@H](c2ccccc2-c2cccc(F)c2)[C@H](CO)N1C(=O)C1CCC1
 : 15	-10	-2	-6	-2	2	.
C/C(=N/NC(=O)c1ccc2c(c1)OCO2)c1ccc(Br)s1
 : -41	2	-4	-104	-6	-36	.
COC(=O)C[C@H]1CC[C@@H]2[C@@H](COc3ccc(NC(=O)Nc4cccc(F)c4)cc3C(=O)N2C)O1
 : 24	1	0	2	2	-23	13
O=C(N/N=C/c1ccc(F)cc1)c1cc(-c2ccccn2)nc2ccccc12
 : 6	?	-1	6	-6	-1	-2
Cc1ccc(NC(=O)CN2C(=O)NC(C)(CC(C)C)C2=O)cc1F (stereo not given)
 : -27	3	-1	.	0	-9	-4
NC(=O)C[N+]1(CC#CC(O)(c2ccccc2)c2ccccc2)CCCC1
 : 10	5	-3	14	-2	4	-6
CCOC(=O)CN(c1cc([N+](=O)[O-])ccc1OC)S(C)(=O)=O
 : -2	-5	-1	-4	2	-2	-5
Cc1ncc(C[n+]2csc(CCOC(=O)C34CC5CC(CC(C5)C3)C4)c2C)c(N)n1
 : .	-8	-11	17	-2	5	-8
O=C(Nc1ccccc1Cl)C1CCN(S(=O)(=O)c2cccc3nonc23)CC1
 : -10	12	-1	-5	-5	-2	3
CC(Oc1cccc(Cl)c1)C(=O)N(C)CC(=O)Nc1ccc(N2CCOCC2)cc1 (stereo not given)
 : 4	-4	1	25	-2	22	2
CC(=O)Nc1ccccc1C(=O)C(=O)Nc1ccccc1
 : -2	.	.	-29	.	.	-7
C[C@@H]1CN([C@@H](C)CO)C(=O)c2cc(NC(=O)Cc3cn(C)c4ccccc34)ccc2O[C@H]1CN(C)CC1CCCCC1
 : -1	13	1	.	1	0	10
Cn1nc(C(=O)NCC(c2cccs2)N2CCOCC2)c2ccccc2c1=O (stereo not given)
 : 8	-6	0	11	-3	7	.
OC(c1ccc(F)cc1)c1ncc(-c2ccc3ccccc3c2)[nH]1 (stereo not given)
 : -32	-5	11	-131	-3	-126	.
CC(Sc1nncn1-c1ccccc1)C(=O)Nc1cccc([N+](=O)[O-])c1 (stereo not given)
 : .	.	12	8	-5	-30	-4
O=C(N/N=C\c1cn[nH]c1-c1ccc(Cl)cc1)c1cccs1
 : -9	-4	0	-21	1	1	-17
CC(C)(C)C(=O)N1CCN(c2nc3ccccc3o2)CC1
 : -2	-5	-1	-17	-4	-15	-2
CCc1cccc(NC(=O)C2CCCN(c3ncnc4c3nc3n4CCCCC3)C2)c1 (stereo not given)
 : 10	13	-3	5	-4	.	-4
O=Cc1ccc(-c2cccc(C(=O)O)c2)o1
 : .	11	19	-41	1	-6	-2
CCCN1[C@@H]2c3ccc(-c4cccnc4)c(=O)n3C[C@@H]2[C@@H](CO)[C@@H]1C(=O)NC1CCC1
 : 6	-3	-1	.	-3	-8	3
COc1ccc(OC)c(-c2csc(NC(=O)C3=NN(c4ccccc4)C(=O)CC3)n2)c1
 : .	0	1	39	0	-7	-5
CCn1nc(C(=O)OCC(=O)N2CC(=O)Nc3ccccc32)c2ccccc2c1=O
 : -21	-4	0	-2	-3	-3	0
CCCC#Cc1cnc2c(c1)C(=O)N([C@@H](C)CO)C[C@H](C)[C@@H](CN(C)S(=O)(=O)c1ccccc1)O2
 : 15	12	-1	.	2	-22	1
COc1cccc(C(=O)c2c(C)c(CCC#N)n3ccccc23)c1
 : -10	6	0	11	-1	-5	6
CC1(C(=O)NS(=O)(=O)c2cccc(Cl)c2)CCN1C(=O)C1(c2ccccc2)CC1 (stereo not given)
 : 4	1	-1	9	-9	0	.
O=C(CC(=O)N/N=C\c1ccc([N+](=O)[O-])cc1)NCCc1ccccc1
 : 4	-3	1	12	-2	4	-1
CCC(C)(C)n1nnnc1C(c1cccnc1)N1CCCC(C)C1 (stereo not given)
 : 4	-2	1	-16	0	-9	1
CC(C)(C)c1ccccc1OCCN1CCCC1
 : -4	-4	-50	.	-7	-8	-6
Cc1cccc(-c2ccc([C@@H]3[C@@H](CO)N4CCCCN(C(=O)c5cccnc5)C[C@H]34)cc2)c1
 : 2	12	1	-3	-3	-11	0
CCn1c(=O)c2cc(C(=O)N(C)c3ccc(OC)cc3OC)sc2c2ccccc21
 : 9	1	0	6	-4	5	1
COc1ccc(C=C(C(C)=O)C(=O)c2ccccc2)cc1
 : 17	16	11	21	-1	-7	.
CCOc1ccc(C(=O)Nc2ccc(C(=O)N3CCOCC3)cc2)c(OCC)c1
 : -9	0	-3	8	0	.	-6
O=C(Cn1cc2c(n1)CCCC2)Nc1cc(-c2cccc(Cl)c2)no1
 : -5	-2	3	-25	-2	-22	0
COc1ccc(Cl)cc1C(=O)NCCCN1CCOCC1
 : 8	19	-3	-22	-7	-2	2
COc1ccc(Nc2nc(-c3sc(C)nc3C)cs2)c(OC)c1
 : 2	-2	2	-25	-3	35	1
CCN(CC)CCCNC(=S)N(Cc1cccnc1)Cc1cc2cc(C)cc(C)c2[nH]c1=O
 : 5	?	-10	26	-3	-2	8
CCC(=O)N(C)C[C@@H]1Oc2ncc(C#CCC(C)C)cc2C(=O)N([C@H](C)CO)C[C@H]1C
 : -7	2	1	.	-3	-16	-8
CC(C)(O)C(=O)NN(Cc1ccccc1)c1ccccc1
 : 16	.	.	0	.	.	-5
Cc1[nH]nc2c1C(c1cccs1)C1=C(CC(C)(C)CC1=O)N2 (stereo not given)
 : -8	1	5	15	2	-8	2
CCOC(=O)C1=CCN(S(=O)(=O)c2ccccc2Cl)C1c1cccc(F)c1 (stereo not given)
 : 17	?	7	13	-2	-9	.
O=C(Nc1nccs1)c1ccc(CSc2ccccc2)o1
 : -136	?	2	-213	0	-54	.
O=C(NCCc1ccccc1)C(=O)NCC1OCCCN1S(=O)(=O)c1ccc(F)cc1 (stereo not given)
 : 17	?	1	-10	-1	.	-8
COCC#Cc1ccc2c(c1)O[C@@H](CN(C)C(=O)COC)[C@@H](C)CN([C@H](C)CO)S2(=O)=O
 : -6	1	0	-19	-1	-3	-8
CC1CCC2C(=O)N(c3ccc(C(=O)NCc4ccccc4)cc3)C(=O)C2C1 (stereo not given)
 : 5	.	.	-14	.	.	-4
COc1ccccc1OCC(=O)Nc1ccc(S(=O)(=O)Nc2onc(C)c2C)cc1
 : 4	3	.	-10	-1	.	10
C[C@H](NC(=O)C[C@H]1C[C@@H]2c3cc(NC(=O)Cc4ccncc4)ccc3O[C@@H]2[C@H](CO)O1)c1ccccc1
 : -1	3	-2	-14	9	5	-3
ClCC1NCC(c2ccccc2Cl)c2c1[nH]c1ccccc21 (stereo not given)
 : 3	7	0	12	0	10	-12
COc1cc(NC(=O)c2c(F)cccc2F)nc(OC)n1
 : .	-3	0	.	-3	-52	-3
N#CCC(=O)Nc1ccc(C(=O)NNC(=O)CCN2CCN(c3ccccc3)CC2)cc1
 : 3	2	-2	14	-5	-4	4

Reprinted from the part before: 2 compounds, then new ones.
Results follow in this order: LGR2 inh	DENV2 CPE rescue	Casp6 inh	PAX8 reporter	SIRT5 inh	EWS-Fli block	ARNT-TACC3 inh
COc1cc(NC(=O)c2c(F)cccc2F)nc(OC)n1
 : .	-3	0	.	-3	-52	-3
N#CCC(=O)Nc1ccc(C(=O)NNC(=O)CCN2CCN(c3ccccc3)CC2)cc1
 : 3	2	-2	14	-5	-4	4
C[C@@H]1CN([C@H](C)CO)C(=O)c2cccc(NS(=O)(=O)c3cn(C)cn3)c2O[C@H]1CN(C)Cc1ccc(C(=O)Nc2ccccc2N)cc1
 : 1	-6	0	-12	8	-1	.
COc1cccc(NC(=O)C(=O)NCCCN2CCCC2=O)c1
 : -36	-9	0	-96	1	-61	-3
O=C(Cn1c(=O)oc2ccccc21)Nc1nc(-c2ccccc2)cs1
 : 11	-15	-1	.	-4	.	7
CCCNC(=O)Nc1ccc2c(c1)C(=O)N(C)[C@H]1CC[C@H](CC(=O)NCc3ccccc3)O[C@@H]1CO2
 : 2	-6	-1	-9	-1	4	.
CC(=O)N1[C@@H](CO)[C@@H](c2ccccc2)C12CN(Cc1nccs1)C2
 : 19	4	-1	-1	0	3	.
COc1ccc(-c2cnc[nH]2)cc1
 : 5	-1	3	-20	-2	-13	-1
O=C(CNC(=O)c1ccccc1)OCC(=O)c1c[nH]c2ccccc12
 : -1	-3	1	.	6	15	0
CCCSc1cc(NCCOC(C)=O)c([N+](=O)[O-])c2nonc12
 : 11	.	.	16	.	-13	19
COc1ccc(CCNC(=O)c2ccc3c(SCC(=O)O)c4c(nc3c2)CCCC4)cc1OC
 : 4	5	7	3	1	8	7
C[C@H](NC(=O)[C@H]1[C@H](CO)[C@H]2Cn3c(cccc3=O)[C@H]2N1Cc1cccnc1)c1ccccc1
 : 6	-6	0	.	2	5	8
C[C@H]1CN([C@@H](C)CO)C(=O)c2cccc(NC(=O)C3CCCCC3)c2O[C@H]1CN(C)C(=O)Nc1cccc2ccccc12
 : 3	5	2	7	-5	7	-1
